SENP6 inh: SENP6 protease inhibition; Recombinant SENP6 catalytic domain, aminoluciferin luminescence; inhibition, % at 10 µM; hit rate 1.8% among 330,000; AID 2599;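 active means inhibition above about 50% at the single tested dose, limit read from the data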;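 further: plate controls were DMSO wells with enzyme for no effect and DMSO wells lacking enzyme for full effect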
SENP8 block: SENP8 (human) protease inhibition; recombinant SENP8, Nedd8 substrate fluorescence; inhibition, % at 20 µM; hit rate 0.64% among 360,000; in the data active means inhibition mostly above about 40%, no sharp cut-off; inactive means mostly below about 27%
Target sequence (Q96LD8 whole entry, looked up): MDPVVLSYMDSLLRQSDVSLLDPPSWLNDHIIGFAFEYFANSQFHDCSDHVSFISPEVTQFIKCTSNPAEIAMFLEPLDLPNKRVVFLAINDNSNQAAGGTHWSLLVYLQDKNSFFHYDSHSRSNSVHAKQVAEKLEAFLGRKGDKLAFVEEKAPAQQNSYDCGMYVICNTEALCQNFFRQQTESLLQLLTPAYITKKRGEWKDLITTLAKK
GRIN3A LBD mod: modulators (binders) of human NR3A ligand-binding domain; NR3A LBD differential scanning fluorimetry, Tm shift; 0% = protein alone, 100% = glycine-bound protein; Tm shift relative to glycine control, % at 25 µM; hit rate 2.5% among 340,000;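 active means melting temperature shift of at least 10% of the positive control shift, at one fixed dose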
MPTP inh: blocks calcium-induced mitochondrial swelling. isolated mouse mitochondria, Ca2+ swelling absorbance, 30 min. inhibition, % at 10 µM. hit rate 1.4% among 360,000;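 active means inhibition of 50% or more, scaled per plate between neutral and stimulator controls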;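 further: 0% = DMSO wells given calcium and 100% = 1 mM EGTA wells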
hIAP act: human IAP activation; purified human IAP, CDP-Star luminescence, 30 min; stronger effect = higher value; 1 = vehicle-only enzyme, 0 = enzyme-free background; AID 2524; hit rate 0.16% among 330,000; P09923; activation factor at 10 µM;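 active means activation factor of the enzyme at least 2-fold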; further: the source names both 10 and 20 µM as test concentration; values of inactives mirror those of a sister screen read the other way
Target sequence (P09923 whole entry, looked up): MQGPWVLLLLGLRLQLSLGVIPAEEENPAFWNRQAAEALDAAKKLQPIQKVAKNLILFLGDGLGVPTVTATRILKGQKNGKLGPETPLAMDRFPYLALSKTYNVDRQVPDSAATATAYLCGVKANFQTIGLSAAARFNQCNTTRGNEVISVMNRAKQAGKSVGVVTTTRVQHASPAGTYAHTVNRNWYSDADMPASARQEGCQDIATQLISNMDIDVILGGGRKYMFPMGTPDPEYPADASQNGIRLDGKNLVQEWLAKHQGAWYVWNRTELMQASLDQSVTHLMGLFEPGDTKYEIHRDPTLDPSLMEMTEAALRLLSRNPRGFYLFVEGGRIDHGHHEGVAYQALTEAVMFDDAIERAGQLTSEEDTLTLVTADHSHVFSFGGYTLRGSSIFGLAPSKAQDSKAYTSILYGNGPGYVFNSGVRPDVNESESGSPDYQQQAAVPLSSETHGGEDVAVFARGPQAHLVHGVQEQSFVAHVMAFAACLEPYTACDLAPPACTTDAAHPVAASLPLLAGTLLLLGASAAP
PfGluPho inh: PfG6PD (Plasmodium falciparum) enzyme inhibition | PfGluPho enzyme, NADPH resazurin-diaphorase fluorescence | AID 504690 | inhibition, % at 20 µM | hit rate 0.78% among 350,000;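 active means inhibition reaching at least a set limit at 20 µM in the primary screen, cut at about 59% in these data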;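 further: 0% = DMSO wells with substrate and 100% = DMSO wells lacking glucose-6-phosphate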
SENP1 FRET inh: SENP1 (human) catalytic domain inhibition. hit rate 0.21% among 360,000. recombinant SENP1 catalytic domain, CyPet-SUMO1-YPet FRET cleavage. inhibition, % at 10 µM. AID 624204. Q9P0U3;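 active means inhibition at least 30% at 10 µM, raw YFP signal under a set limit, fluorescence ratio 0.5 to 1.5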;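 further: 0% = enzyme with DMSO and 100% = no enzyme wells; some results filed as inactive read as strong as hits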
Target sequence (Q9P0U3 419-644 limits assumed): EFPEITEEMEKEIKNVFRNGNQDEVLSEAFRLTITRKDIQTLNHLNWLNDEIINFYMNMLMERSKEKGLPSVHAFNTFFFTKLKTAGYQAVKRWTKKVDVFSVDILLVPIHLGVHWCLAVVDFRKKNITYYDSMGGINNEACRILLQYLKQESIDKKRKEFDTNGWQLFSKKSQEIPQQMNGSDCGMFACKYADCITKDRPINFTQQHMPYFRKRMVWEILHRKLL
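material = recombinant human SENP1 catalytic domain, His6-tagged | quantity = 20 pM enzyme | reagent = 25 nM SUMO1 FRET substrate | compound dosing = 10 µM single point, 0.5% DMSO | timing = 50 min enzyme reaction, room temperature, light-protected | detection = FRET, CFP and YFP emission | control set = no-enzyme low, enzyme-DMSO high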
ATG4B inhibitor: inhibitors of human ATG4B cysteine protease; Q9Y4P1; ATG4B cleavage of LC3-PLA2, NBD-HPC fluorescence, 1 h; inhibition, % at 8.33 µM; hit rate 0.51% among 340,000; AID 504462; in the data active means inhibition above about 40%
Starred values were filed as active, the others as inactive; · = no result given.

Compound | SENP6 inh | SENP8 block | GRIN3A LBD mod | MPTP inh | hIAP act | PfGluPho inh | SENP1 FRET inh | ATG4B inhibitor
Cc1ccc(CCC(=O)Nc2ccc([N+](=O)[O-])cc2Cl)o1 | -11 | 6 | 2 | 0.1 | 1.1 | 11 | -5 | -9
Cc1cc[n+]2cc(-c3cccc([N+](=O)[O-])c3)c(-c3cccc([N+](=O)[O-])c3)cc2c1 | -3 | 14 | 3 | -0.8 | 0.93 | 13 | 2 | -1
COCC1CCN(C(=O)CC2C(=O)NCCN2Cc2cccc(Oc3ccccc3)c2)CC1 (stereo not drawn) | -16 | -206 | 2 | -2.4 | 1.2 | 6 | -22 | -1
Cc1cc(C)cc(-n2ncc3c2CCCC3NC(=O)CCN2Cc3ccccc3C2=O)c1 (stereo not drawn) | 1 | -4 | -2 | -0.6 | 0.96 | -6 | -1 | -6
O=C(c1ccco1)N1CCC(c2nc(-c3ccc(F)cc3)no2)CC1 | 3 | 12 | 1 | 0.9 | 0.83 | -15 | -2 | 6
Cc1ccc(C)c(N2CCN(C3CCCCC3NS(=O)(=O)c3ccccc3)CC2)c1 (stereo not drawn) | -11 | 0 | 0 | 1.6 | 1 | 9 | 1 | 2
CCN(C(=O)CSc1nnc(Cc2ccccc2F)n1N)C1CCS(=O)(=O)C1 (stereo not drawn) | -13 | 20 | 7 | -1.4 | 1 | 0 | -11 | -10
O=C1CCCCCN1CP(=O)(O)CCc1ccccc1 | -7 | 20 | 1 | -1.3 | 1.1 | -14 | 3 | 1
COc1ccc2c(c1OC)CN(C)CCc1cc3c(cc1C(=O)C2)OCO3 | -19 | 16 | 1 | 0.3 | 0.99 | -1 | -2 | -3
COc1ccc(OC)c(/C=N/NC(=O)CNC(=O)c2ccc(S(=O)(=O)N3CCCC3)cc2)c1 | -17 | -379 | -26 | 1.3 | 1 | 15 | 2 | -1
Cc1cc(Cl)ccc1OCC(=O)NNC(=O)c1cnccn1 | -21 | 8 | -5 | -1.6 | 1.6 | 22 | -2 | 3
COc1ccc2c(c1)c(=O)c(C(=O)c1ccccc1)cn2Cc1ccccc1 | -19 | -3 | -2 | -1.2 | 0.87 | -4 | -5 | -1
CC(NC(=O)CN(C1CCCCC1)S(C)(=O)=O)c1ccccc1 (stereo not drawn) | -11 | 5 | 2 | -2.0 | 1 | -6 | 3 | -1
CCCCCCOC(=O)C(C#N)c1nc2ccccc2nc1N1CCN(CC)CC1 (stereo not drawn) | -3 | -71 | 2 | 3.7 | 0.79 | 23 | -38 | 3
Cc1ccccc1C(=O)Nc1nnc(-c2ccco2)o1 | -10 | 26 | -2 | 1.6 | 0.95 | -17 | 0 | -4
COc1ccc(N(CC(=O)NC(C)C)C(=O)CCC(=O)Nc2ccccn2)cc1 | -12 | 27 | -2 | 1.4 | 1.1 | -12 | 1 | -1
Cc1ccc(NC(=O)CN2C(=O)COc3ccc(S(=O)(=O)N4CCOCC4)cc32)cc1F | -9 | 7 | 0 | -0.6 | 0.89 | 5 | 3 | -3
COc1ccc(/C=C/c2cc(C(F)(F)F)on2)cc1 | -1 | 7 | 1 | 2.8 | 0.95 | 6 | 0 | 5
CCc1ccc(NC(=O)C(C)OC(=O)c2ccc(-n3cnnn3)cc2)cc1 (stereo not drawn) | -16 | 1 | 0 | 0.4 | 0.95 | 3 | 1 | -5
Cc1ccc(/C(N)=N/OC(=O)Oc2ccccc2)cc1 | -13 | 21 | 0 | 0.2 | 1 | 14 | 1 | 2
Cc1ccc2[nH]c(=O)c(COC(=O)c3cccs3)cc2c1 | -19 | -68 | -2 | 0.5 | 0.92 | 1 | -1 | -11
CC1CN(C(=O)c2ccc(Oc3ccccc3)cc2)CC(C)O1 (stereo not drawn) | -8 | 11 | 1 | 0.6 | 1.2 | -6 | 1 | 8
COc1ccc(S(=O)(=O)Nc2ccc3c(c2)C(=O)N([C@H](C)CO)C[C@H](C)[C@@H](CN(C)C(=O)Nc2c(C)noc2C)OCCCC[C@H](C)O3)cc1 | · | 4 | · | -1.7 | · | 6 | -1 | ·
COC(=O)Cc1[nH]nc2c1C(c1cc(OC)c(OC)c(OC)c1)C(C#N)=C(N)O2 (stereo not drawn) | -2 | 24 | 1 | 0.7 | 1.1 | 13 | 3 | 1
Cc1ccc(NC(=O)COC(=O)c2ccc(CN3CCCC3=O)cc2)cc1C | -32 | 7 | 3 | -1.8 | 1 | 8 | -2 | -16
Cc1nn(C)c(C)c1CN(C)C(=O)C1(C)CC1(Br)Br (stereo not drawn) | -2 | 20 | 2 | 2.4 | 0.81 | -5 | 0 | -8
Cc1[nH]c2ccc(CNS(=O)(=O)c3ccc(S(=O)(=O)N4CCOCC4)cc3)cc2c1C | -5 | -8 | -3 | 0.3 | 1.1 | -6 | -17 | -7
COc1cccc(OC)c1NC(=O)CN1CCC(NC(=O)c2cccc(F)c2)CC1 | -8 | 15 | -8 | -1.5 | 0.83 | 1 | 2 | -2
COc1ccc(N2CCN(C(=O)c3cccc(Br)c3)CC2)c([N+](=O)[O-])c1 | 3 | 17 | -1 | -1.8 | 0.88 | -19 | 3 | -5
COc1ccc(-n2c(=S)[nH]c3cc(C(=O)NCCCN4CCOCC4)ccc3c2=O)cc1 | -11 | 14 | 0 | 0.1 | 0.89 | -2 | 0 | -9
Cn1c(=O)c(=O)n(C)c2cc(S(=O)(=O)CCC(=O)N3CCOCC3)ccc21 | 10 | -28 | 2 | -1.0 | 0.99 | -3 | 1 | -6
Cc1ccccc1C(=O)NC1CCN(C(=O)Nc2ccccc2Cl)CC1 | -8 | 15 | -1 | -3.3 | 1 | -10 | 1 | 1
C[C@H](CO)N1C[C@H](C)[C@@H](CN(C)Cc2ccc(Cl)c(Cl)c2)Oc2c(NS(=O)(=O)c3ccc(F)cc3)cccc2C1=O | -7 | 8 | -12 | -0.3 | 0.9 | 5 | 2 | -4
CCOC(=O)N1CCN(C(=O)c2cn(-c3ccc(C)c(C)c3)c(=O)c3ccccc23)CC1 | · | -8 | -3 | 0.1 | · | 1 | 2 | -6
CCCC(c1nnnn1Cc1cccs1)N1CCN(c2ccc(OC)cc2)CC1 (stereo not drawn) | -16 | 29 | 5 | 2.1 | 1 | 20 | 1 | -10
CCc1ccccc1N(C(=O)c1ccco1)C(C(=O)NC1CCCC1)c1cccnc1 (stereo not drawn) | -8 | 8 | -2 | 0.6 | 1.2 | 3 | -1 | -8
Nc1ccccc1NC1CCCCC1 | · | 28 | 0 | 0.8 | · | 2 | 6 | 5
CN(C)c1ccccc1-c1csc(N2CCC(C(N)=O)CC2)n1 | -11 | 5 | 1 | -1.2 | 1.1 | 16 | 2 | 11
COc1ccc(C(CNC(=O)c2ccc(S(=O)(=O)N(C)C)cc2)N(C)C)cc1 (stereo not drawn) | -6 | -6 | -2 | 0.9 | 1.1 | 0 | -4 | 0
O=C(NCCC1CCCCN1S(=O)(=O)c1ccccc1)C(=O)NCc1ccccc1F (stereo not drawn) | -5 | 15 | 1 | -0.9 | 1.1 | -12 | 4 | -1
O=C(NCC1CCCO1)C1CCN(C2CCN(Cc3cccs3)CC2)CC1 (stereo not drawn) | -12 | 10 | -3 | 2.0 | 0.98 | 6 | -2 | 0
CCOC(=O)N1CCN(C(=O)CSc2nc3c([nH]c4ccccc43)c(=O)n2C)CC1 | 2 | -18 | 1 | -1.8 | 0.92 | 26 | 1 | -6
CSCCC(NS(=O)(=O)c1ccc2c(c1)Cc1cc(S(=O)(=O)NC(CCSC)C(=O)O)ccc1-2)C(=O)O (stereo not drawn) | 11 | 21 | 1 | 0.2 | 0.99 | -35 | 4 | -3
COc1cccc(CN2C(=O)CCC2(C)C(=O)NC2CCCC2)c1 (stereo not drawn) | 6 | 26 | 0 | 0.9 | 1.2 | -5 | 2 | -8
CC(=O)Nc1ccc(CC(=O)NCCC(c2ccccc2)c2ccccc2)cc1 | -34 | 9 | -1 | 1.0 | 1.4 | -2 | 5 | -5
COc1ccc(CN2CCN(Cc3cccn3-c3ncccn3)CC2CCO)c(C)c1C (stereo not drawn) | 2 | 12 | 0 | 1.3 | 1 | 8 | -6 | -13
O=C(O)CCn1c2c(c3ccccc31)CCCC2 | -4 | -11 | 0 | 3.3 | 0.97 | 24 | 4 | -9
Cc1ccc(NS(=O)(=O)c2ccc(C)c(C(=O)N3CCN(C)CC3)c2)cc1 | 6 | 25 | 4 | -0.5 | 1.1 | 7 | 1 | 3
O=C(N/N=C/c1ccc(O)cc1)c1cc(-c2ccc3c(c2)OCO3)n[nH]1 | -18 | -38 | 28* | -16 | 0.65 | 14 | 1 | -8
CCOCCCNC(=S)N(CCO)Cc1cc2cc3c(cc2[nH]c1=O)OCCO3 | 2 | -389 | 1 | -0.4 | 1 | 34 | 5 | -4
O=C(Nc1ccccc1C(=O)O)c1cccc(F)c1 | 75* | 24 | 0 | 1.9 | 1 | -12 | -1 | 3
COc1ccc(-c2nc(Cn3c(SCc4ccc(F)cc4)nc4ccncc43)c(C)o2)cc1OC | -8 | -6 | -30 | -1.3 | 0.98 | 6 | -4 | -10
COc1cc(CCCN2CCNC[C@H]2Cc2ccc(O)cc2)cc(OC)c1OC | 8 | 14 | -2 | -0.4 | 0.92 | 2 | 0 | -7
CC(C)C(C(=O)O)N1C(=O)C2C3CCC(C3)C2C1=O (stereo not drawn) | · | 10 | · | 0.3 | · | -8 | 1 | ·
Cc1ccc(NC(=O)c2cccc3c2C(=O)N(C2CCCCC2)C3)c(C)c1 | 3 | 12 | -2 | -0.5 | 1.1 | -11 | 0 | 1
CCc1nn(C(C)C(=O)NC2CCCCCC2)c(=O)c2cc3occc3n12 (stereo not drawn) | 3 | 8 | 0 | -2.0 | 1.1 | 5 | 0 | 2
COc1ccc(C(=O)Nc2nc(C)c(C)s2)cc1OC | -11 | -30 | 1 | -2.5 | 1.1 | 11 | 1 | -5
COC(=O)c1ccc(OCC(=O)c2ccc(C)c(C)c2)cc1 | 3 | 25 | -5 | 1.5 | 1 | -1 | 3 | -2
O=C1[C@H]2[C@@H](c3ccc(C(F)(F)F)cc3)N[C@]3(CCCN(Cc4ccccc4)C3=O)[C@H]2C(=O)N1Cc1ccccc1 | · | 8 | · | -1.4 | · | 19 | 0 | ·
CN(C(=S)Nc1ccc(Oc2ccccc2)cc1)c1ccc(O)cc1 | · | 46* | 2 | 44 | · | 78* | -22 | 2

3 compounds out of the list, arranged by SMILES length, smallest number first.
Compound | SENP6 inh | SENP8 block | GRIN3A LBD mod | MPTP inh | hIAP act | PfGluPho inh | SENP1 FRET inh | ATG4B inhibitor
Cc1ccccc1C(=O)NC1CCN(C(=O)Nc2ccccc2Cl)CC1 | -8 | 15 | -1 | -3.3 | 1 | -10 | 1 | 1
CC(=O)Nc1ccc(CC(=O)NCCC(c2ccccc2)c2ccccc2)cc1 | -34 | 9 | -1 | 1.0 | 1.4 | -2 | 5 | -5
COc1ccc(C(CNC(=O)c2ccc(S(=O)(=O)N(C)C)cc2)N(C)C)cc1 (stereo not drawn) | -6 | -6 | -2 | 0.9 | 1.1 | 0 | -4 | 0

(list continues)
Compound | SENP6 inh | SENP8 block | GRIN3A LBD mod | MPTP inh | hIAP act | PfGluPho inh | SENP1 FRET inh | ATG4B inhibitor
CC(=O)N1CCN(C(=O)COC(=O)/C=C/c2ccccc2[N+](=O)[O-])CC1 | -11 | 8 | -1 | 0.1 | 1.1 | -16 | 0 | 4
O=c1cnc2ccccc2n1Cc1ccccc1 | · | -133 | · | 3.4 | · | 2 | -8 | ·
Cc1c(Br)c([N+](=O)[O-])nn1C(C)C(=O)Nc1ccc2c(c1)OCO2 (stereo not drawn) | -23 | 4 | -5 | 22 | 0.85 | 4 | 1 | -9
C=CCN1CCN(C(c2cc(OC)ccc2OC)c2nnnn2CC2CCCO2)CC1 (stereo not drawn) | 0 | 8 | 0 | -2.3 | 0.97 | -4 | 0 | 0
